# MsrA inh: inhibitors of bovine MsrA; actives 0.75% (n = 360,000); inhibition, % at 15.5 µM; purified bovine MsrA, absorbance read-out; in the data active = inhibition above about 4.5%;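 note: 0% = vehicle wells with enzyme and 100% = reference inhibitor wells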
# NadD block: blocks S. aureus nicotinate mononucleotide adenylyltransferase; actives 0.78% (n = 360,000); purified NadD enzyme, colorimetric absorbance read-out; inhibition, % at 20 µM; in the data active = inhibition above about 26%; note: some compounds past the cut are filed as inactive
# CSN inh: blocks human CSN-mediated cullin deneddylation. Q92905. Purified CSN, SCF-Nedd8-OG deneddylation, fluorescence polarization. inhibition, % at 12.5 µM. actives 0.38% (n = 360,000);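 active = pattern-corrected inhibition above about 35%, with an unprinted fluorescence ratio check between 0.5 and 1.5, limit read from the data, passing the limit was not always enough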;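 note: 0% = enzyme with substrate and 100% = substrate without enzyme; some results filed as inactive read as strong as hits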
#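 Test system: purified human Csn5 enzyme expressed in HEK293T cells. Amount: 0.24 nM enzyme. Reagent: SCFSkp2-Nedd8OG substrate at 10 nM final. Schedule: 90 min incubation of compound, enzyme and substrate at room temperature. Detection: fluorescence polarization. Read-out: % inhibition of substrate cleavage by Csn5.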
# TbMetRS inhib: Trypanosoma brucei MetRS inhibition | purified T. brucei MetRS, ATP depletion, Kinase-Glo luminescence | inhibition, % at 11.9 µM | actives 0.4% (n = 360,000) | AID 624268;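 active = inhibition above a per-plate cutoff of the control wells' mean inhibition plus 3 SD, cut at about 5.5% in these data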;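 note: 0% = DMSO wells median and 100% = median of wells with control inhibitor compound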
#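 Material – parasite MetRS enzyme · Medium – HEPES-MgCl2-KCl buffer plus DTT, spermine, BSA, pyrophosphatase · Reagent – ATP, methionine and E. coli bulk tRNA substrates · Times – 15 min enzyme-compound preincubation, 2 h reaction, 10 min detection, 25 °C · Measured by – luminescence of leftover ATP · Evaluation – percent inhibition relative to median high and low control wells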
# DNMT1 inh: blocks human DNA methyltransferase DNMT1 | P26358 | DNMT1 molecular beacon, Hinp1I cleavage, fluorescence | inhibition (reported as % activation of signal), % at 10 µM | actives 0.83% (n = 360,000) | AID 588458; in the data active = inhibition above about 50%
# Target sequence (P26358 504-1616 limits assumed): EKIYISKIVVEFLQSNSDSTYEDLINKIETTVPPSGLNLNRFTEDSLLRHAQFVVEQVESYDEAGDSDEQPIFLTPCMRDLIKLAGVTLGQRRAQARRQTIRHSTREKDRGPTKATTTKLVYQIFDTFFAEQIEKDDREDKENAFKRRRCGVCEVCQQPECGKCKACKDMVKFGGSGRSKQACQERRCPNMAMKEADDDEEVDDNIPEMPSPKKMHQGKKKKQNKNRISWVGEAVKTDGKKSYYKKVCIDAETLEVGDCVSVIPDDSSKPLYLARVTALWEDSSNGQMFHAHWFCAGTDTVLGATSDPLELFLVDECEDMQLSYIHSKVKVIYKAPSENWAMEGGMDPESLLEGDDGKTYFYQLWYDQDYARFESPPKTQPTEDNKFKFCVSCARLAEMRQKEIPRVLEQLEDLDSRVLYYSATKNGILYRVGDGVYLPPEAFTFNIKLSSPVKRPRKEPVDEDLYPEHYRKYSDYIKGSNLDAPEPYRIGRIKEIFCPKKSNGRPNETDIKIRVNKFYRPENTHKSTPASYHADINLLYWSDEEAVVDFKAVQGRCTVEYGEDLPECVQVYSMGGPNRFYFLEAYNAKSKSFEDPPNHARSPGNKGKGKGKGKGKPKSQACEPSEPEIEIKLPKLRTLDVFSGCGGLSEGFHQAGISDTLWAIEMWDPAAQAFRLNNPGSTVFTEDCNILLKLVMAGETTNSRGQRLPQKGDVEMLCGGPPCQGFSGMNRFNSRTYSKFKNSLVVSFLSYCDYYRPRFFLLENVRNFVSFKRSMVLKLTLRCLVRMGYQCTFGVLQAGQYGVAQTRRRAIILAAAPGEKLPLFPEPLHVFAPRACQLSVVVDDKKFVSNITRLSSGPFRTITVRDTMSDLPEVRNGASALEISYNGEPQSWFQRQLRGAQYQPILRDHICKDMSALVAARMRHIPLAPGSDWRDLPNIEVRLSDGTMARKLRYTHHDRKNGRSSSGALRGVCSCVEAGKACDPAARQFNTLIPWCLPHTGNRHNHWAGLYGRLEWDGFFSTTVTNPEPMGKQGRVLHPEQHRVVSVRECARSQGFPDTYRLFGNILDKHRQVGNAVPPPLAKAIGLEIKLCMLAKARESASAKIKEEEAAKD
# Rpn11 block: blocks the human proteasome subunit Rpn11; actives 0.59% (n = 360,000); O00487; calls only at 20 µM; human 26S proteasome, Ub4-pepOG fluorescence polarization; 20S core pre-blocked with epoxomicin;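 active = inhibition at 20 µM, scaled to each plate's controls, above about 33%, limit read from the data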
# LMPTP inh: blocks human LMPTP phosphatase. P24666. recombinant LMPTP-A, OMFP fluorogenic substrate, fluorescence intensity. inhibition, % at 20 µM. actives 0.22% (n = 360,000). AID 651560;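 active = compounds that cut the enzyme signal by at least half of the control window in the single-dose screen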;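 note: plate controls were DMSO wells with enzyme plus substrate for no effect and substrate without enzyme for full effect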
#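 Test system – LMPTP-A phosphatase enzyme · Quantity – 0.625 nM LMPTP-A final · Reagent – OMFP substrate, 400 µM final · Dosing – one test concentration per compound, 20 µM, with 3% DMSO overall · Timing – 50 min enzyme reaction at room temperature, protected from light · Detection – fluorescence intensity · Controls – substrate-only low control, DMSO enzyme-plus-substrate high control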
# SUMO1 PPI mod: modulators of human SUMO1-mediated protein-protein interactions. P63165. SUMO1 binding to a labelled peptide, TR-FRET, 1 h. inhibition, % at 20 µM. actives 0.33% (n = 360,000). AID 602429; in the data active = inhibition above about 37%
# Scp-1 inhibitor: Scp-1 (human) phosphatase inhibition | Q9GZU7 | Recombinant Scp1, phosphopeptide, malachite green phosphate absorbance | inhibition, % at 20 µM | actives 0.88% (n = 340,000) | AID 493091;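 active = inhibition above about 50% at 20 µM, limit read from the data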;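 note: plate controls were DMSO wells with enzyme for no effect and wells lacking enzyme for full effect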
#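 Times: enzyme reaction 45 min at room temperature, colour 5 min, stabilisation 30 min. Material: SCP-1 catalytic fragment, aa 76-261. Medium: Acidic Tris acetate buffer with magnesium and detergent. Signal: colorimetric free-phosphate detection, absorbance 630 nm. Read-out basis: % inhibition of SCP-1 phosphate liberation. Reagent: Phosphorylated 17-residue peptide substrate.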
# STEP inh: STEP (human) phosphatase inhibition; P54829; recombinant STEP, OMFP fluorogenic substrate, fluorescence; inhibition, % at 20 µM; actives 0.25% (n = 360,000); AID 588621;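 active = inhibition at 20 µM, scaled per plate between control wells, above about 37%, limit read from the data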;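 note: 0% = DMSO with enzyme and substrate and 100% = substrate only without enzyme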
#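 medium = Bis-Tris buffer pH 6.0, 2.5 mM DTT, 0.005% Tween 20 | test system = STEP (striatal-enriched tyrosine phosphatase) enzyme, cell-free | measure = normalized % inhibition | compound dosing = 20 µM, 1% DMSO | also added = 25 µM OMFP | schedule = reaction 20 min, ambient temperature | measured by = fluorescence read at 480 nm ex / 540 nm em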
# An asterisk follows results filed as active; i = inactive; / = not tested or not shown.
Molecule,MsrA inh,NadD block,CSN inh,TbMetRS inhib,DNMT1 inh,Rpn11 block,LMPTP inh,SUMO1 PPI mod,Scp-1 inhibitor,STEP inh
COc1ccc2c(c1)C1CC(C)(NC(=O)C1S(=O)(=O)c1ccc(F)cc1)O2 (configuration not stated),1.7,3,-11,-1.4,5,i,-2.8,2,1,1
O=C1CCCN1C1CCN(Cc2ccccc2)S(=O)(=O)N1 (configuration not stated),1.6,-1,-4,-1.6,/,/,-0.3,-4,/,/
COc1cc(C(=O)Nc2c(C(=O)O)[nH]c3ccc(Br)cc23)cc(OC)c1OC,0.3,0,1,-0.1,-7,i,1.0,9,-10,3
Cc1cc(OCCCn2ccnc2)cc(C)c1Cl,1.5,1,2,-0.3,1,i,-1.2,2,2,3
COc1ccc(NC(=O)Nc2ccc(CC(=O)O)cc2)cc1,-0.5,4,-2,-0.1,-6,i,-0.5,2,-4,1
Cn1ccnc1SCC(=O)Nc1ccc2ccccc2c1,-1.0,3,-3,-0.2,1,i,-1.7,-8,-3,4
O=C(CN1CCSCC1)N/N=C/c1cccc(Cl)c1,1.0,-3,-1,-0.3,0,i,0.1,-3,-6,-2
COc1ccc2cc(C#CC3=CC(=O)C[C@H](c4ccc(F)cc4)C3)ccc2c1,0.7,18,6,-0.8,6,i,0.1,-3,/,1
COc1cccc(C(=O)Nc2c(F)cccc2F)c1,0.9,1,2,-0.1,1,i,0.7,12,-11,-1
Cc1onc(-c2ccccc2)c1C(=O)OCCOc1cccc(Cl)c1,1.9,1,0,-0.6,1,i,0.7,7,-4,-2
COc1ccccc1N(C(=O)CNS(=O)(=O)c1ccccc1)C(C(=O)NCc1ccco1)C(C)C (configuration not stated),-1.4,-1,2,-0.3,0,i,0.1,-1,4,-1
CC1=C(C(N)=O)C(c2cccnc2)n2nc(SCc3ccccc3Cl)nc2N1 (configuration not stated),/,0,-6,-0.4,-3,i,0.1,2,-4,0
Cc1cc(C)n2nc(C(=O)N/N=C/c3ccc(O)cc3)nc2n1,4.2,-4,6,0.2,0,i,0.8,-5,-3,2
COc1ccc(CNC(=O)CN(C(=O)CCC(=O)Nc2nccs2)c2cccc(C)c2)cc1,1.9,-4,-5,-0.6,0,i,2.5,4,-5,0
O=C(Nc1ccccc1Cl)C1C2CCCCC21 (configuration not stated),-0.5,-2,1,-1.6,1,i,-1.9,1,-10,4
O=C(CCCCCN1C(=O)CCC1=O)Nc1ccc(Cl)c(C(F)(F)F)c1,0.5,-3,0,0.2,-11,i,-0.1,3,-6,0
O=C(O)COCC(=O)N1CCCN(c2nccc(C(F)(F)F)n2)CC1,/,0,-4,-0.1,0,i,-0.8,1,-7,0
COC(=O)c1ccc2nc(-c3cccc(N)c3)cn2c1,0.6,-2,-9,-0.4,-2,i,1.9,-3,-7,2
COC(=O)c1c(NC(C)=O)sc2c1CCCCC2,1.9,-2,104*,0.5,6,i,-0.6,-1,13,0
Clc1ccc(-c2ccc(/C=N/Nc3nncc(-c4ccccc4)n3)o2)cc1,-0.6,38*,2,-0.4,4,i,0.8,-2,0,0
COc1ccc(C(O)P(=O)(OC(C)C)OC(C)C)c(OC)c1 (configuration not stated),0.3,1,-7,0.5,-3,i,-1.0,-6,-14,-2
CC1(Oc2ccc(Cl)cc2)CCN(Cc2ccc(-c3ccccn3)cc2)C1 (configuration not stated),0.9,-2,-5,-0.1,1,i,2.3,-5,/,3
CCSC1=C(C#N)C(c2ccccc2C)CC(=O)N1 (configuration not stated),-0.6,1,3,-0.3,-4,i,0.9,3,-5,1
Cc1cccc(C)c1NC(=O)C(c1cccs1)N(Cc1ccco1)C(=O)Cn1nnc2ccccc21 (configuration not stated),1.2,-1,3,-0.6,-2,i,-3.1,-2,-7,-3
O=C(C1=C[C@@H](c2ccc(C(F)(F)F)cc2)C[C@@H](OCc2ccc(CO)cc2)O1)N1CCN(Cc2ccccc2)CC1,1.4,3,-2,-0.2,-12,i,4.1,2,-5,2

# Reformatted field by field: part of the list above
CC1=C(C(N)=O)C(c2cccnc2)n2nc(SCc3ccccc3Cl)nc2N1 (configuration not stated)
  MsrA inh: /; NadD block: 0; CSN inh: -6; TbMetRS inhib: -0.4; DNMT1 inh: -3; Rpn11 block: i; LMPTP inh: 0.1; SUMO1 PPI mod: 2; Scp-1 inhibitor: -4; STEP inh: 0

Cc1cc(C)n2nc(C(=O)N/N=C/c3ccc(O)cc3)nc2n1
  MsrA inh: 4.2; NadD block: -4; CSN inh: 6; TbMetRS inhib: 0.2; DNMT1 inh: 0; Rpn11 block: i; LMPTP inh: 0.8; SUMO1 PPI mod: -5; Scp-1 inhibitor: -3; STEP inh: 2

COc1ccc(CNC(=O)CN(C(=O)CCC(=O)Nc2nccs2)c2cccc(C)c2)cc1
  MsrA inh: 1.9; NadD block: -4; CSN inh: -5; TbMetRS inhib: -0.6; DNMT1 inh: 0; Rpn11 block: i; LMPTP inh: 2.5; SUMO1 PPI mod: 4; Scp-1 inhibitor: -5; STEP inh: 0

# (more compounds)
Molecule,MsrA inh,NadD block,CSN inh,TbMetRS inhib,DNMT1 inh,Rpn11 block,LMPTP inh,SUMO1 PPI mod,Scp-1 inhibitor,STEP inh
Cc1ccc2oc(C(F)(F)C(F)F)cc(=O)c2c1,-0.9,-4,-3,3.1,1,i,-0.7,-3,-5,0
O=S(=O)(Nc1ccc2nc(-c3ccco3)[nH]c2c1)c1ccccc1,2.0,-3,1,0.2,-7,i,0.4,13,0,-2
Cc1csc(NC(=O)CSc2ncnc3c2cnn3-c2ccccc2Cl)n1,/,6,-2,-0.5,0,i,0.4,1,17,-1
Cc1onc(-c2c(Cl)cccc2Cl)c1NC(=O)NN(C)C,1.6,-7,1,-1.1,2,i,-1.4,-1,-5,-2
CC(C)C(=O)N(Cc1cc2ccccc2[nH]c1=O)C(C)(C)C,0.9,-1,1,0.1,2,i,1.3,0,0,1
CC[C@]12c3[nH]c4cc(CCC(=O)N(C)C)ccc4c3CCN1C(=O)[C@@H](CC(=O)NCCN1CCOCC1)C[C@@H]2C(=O)N1CCN(C(=O)C2CC2)CC1,0.4,9,-3,0.2,4,i,-9.7,-13,7,-4
O=C(Nc1ccccc1)C(c1ccccc1)c1ccccc1,-1.5,-10,0,-0.9,2,i,0.2,1,-9,-1
COc1cccc(C(=O)N2CCN=C2SC)c1,0.5,-6,-4,-0.4,1,i,-1.2,1,-5,-2
CC(NC(=O)C(=O)NCCC1=CCCCC1)c1ccccc1 (configuration not stated),0.2,-2,0,-1.4,4,i,0.7,0,3,-2
CCOC(=O)c1ccc(-c2cccc(-c3cc(=O)oc4cc(OC)cc(OC)c34)c2)cc1,/,-1,2,-1.6,-5,i,3.7,2,-4,-1
CC1(c2ccccc2Cl)NC(=O)N(CC(=O)NCc2ccc3c(c2)OCO3)C1=O (configuration not stated),-0.4,-2,-1,-1.0,-2,i,-0.9,-1,1,-1
COc1ccccc1C(CCNCc1ccc(N(C)C)cc1)c1ccc(OC(C)C)cc1 (configuration not stated),-0.6,6,0,-0.6,7,i,5.8,-23,-4,3
O=C(O)c1ccc(Cl)c(NC(=O)C2CCCN2S(=O)(=O)c2cccc3nsnc23)c1 (configuration not stated),2.1,-2,-4,-0.8,4,i,-1.8,-24,3,2
O=C(Nc1nc(-c2ccccc2)cs1)C1CCCN(S(=O)(=O)c2ccccc2)C1 (configuration not stated),1.5,12,-2,-0.2,-7,i,3.8,42*,-23,0
COc1ccc(C(=O)N/N=C2/SCC(=O)N2Cc2ccc3c(c2)OCO3)cc1OC,0.7,0,4,-0.8,1,i,0.6,5,4,1
Cc1onc(-c2ccccc2Cl)c1C(=O)NC(=S)Nc1ccc(C(C)C)cc1,0.8,-7,4,-0.2,-2,i,4.3,7,-25,2
CC(=O)NC1C(OCCOc2ccc(Cl)cc2C)OC(CO)C(O)C1O (configuration not stated),0.0,0,2,0.1,-2,i,-1.4,1,1,-1
CCN(CC)C(=O)c1ccc(Nc2nnc(C)c3ccccc23)cc1,2.2,-6,4,-1.8,-1,i,1.5,2,-4,1
C=CC(=O)N1C/C=C\C(c2ccc(OC)cc2)N(Cc2ccc(F)cc2)C(=O)C1 (configuration not stated),-1.5,1,3,-0.2,2,i,-0.6,7,-2,1
COc1ccc(CCNC(=O)CSc2nc3[nH]c(=O)cc(O)c3s2)cc1,1.7,-1,4,0.0,1,i,1.1,5,-2,2
C(=C\c1nnc2c3ccccc3ncn12)/c1ccccc1,0.4,3,-12,-1.6,0,i,2.0,-11,12,-2
COc1ccc(N(C)S(=O)(=O)c2cccc(C(=O)Nc3nc(C)c(C(C)=O)s3)c2)cc1,2.1,11,2,-0.5,-7,i,2.2,-13,-8,-2
CCCCc1nnc(NC(=O)Cn2cnc3ccccc3c2=O)s1,0.5,3,7,-0.1,0,i,-0.5,-2,-1,0
N#CC(=C=[N-])c1nc2ccccc2nc1-[n+]1cccc(NC(=O)c2ccccc2)c1,-1.6,-2,3,-0.2,1,i,1.8,-6,-2,1
O=c1c2ccccc2nc2n1C(CSc1ccc(Br)cc1)CN2 (configuration not stated),0.1,-3,-7,-0.5,3,i,-0.2,-2,-2,1
CN1C(=O)C2(C(C#N)=C(N)Oc3c2oc(CO)cc3=O)c2ccccc21 (configuration not stated),0.6,-6,-2,-0.4,-2,i,-0.9,6,-12,-2
CC(NC(=O)c1cnccn1)c1ccc(S(N)(=O)=O)cc1 (configuration not stated),-0.2,-4,-7,-0.2,1,i,-1.2,-4,-7,0
Cc1ccc(C(=O)NCC(=O)N(C)Cc2cccc(F)c2)s1,-0.7,-2,-2,-0.7,1,i,-0.4,1,5,0
Cc1cc(NC(=O)CSc2ccc(-c3ccc(Br)cc3)nn2)no1,-1.2,7,5,-0.3,14,i,12,-3,25,6
Cc1cccc(-c2ccc3c(c2)C2CC3CCN2C)c1 (configuration not stated),0.7,-1,0,-0.4,7,i,-2.8,-1,4,-1
O=C(CN1C(=O)C2CC=C(Cl)CC2C1=O)NCc1ccccc1 (configuration not stated),0.9,-4,-8,-0.6,-2,i,-1.1,0,-6,4
CS(=O)(=O)N(CC(=O)Nc1ccccc1Sc1ccccc1)C1CCCCC1,0.6,-5,-3,0.0,-8,i,1.9,-4,-9,1
CCCNC(=O)Nc1nc2ccccc2s1,3.1,-5,-4,-1.1,2,i,-0.3,-8,1,-3

# Screens: PubChem, several laboratories
